VHR inh abs = DUSP3 (human) phosphatase inhibition; P51452; recombinant VHR phosphatase, pNPP absorbance; inhibition, % at 13.3 µM; hit rate 0.52% among 290,000; in the data active = inhibition above about 50%; note: some compounds called inactive have numbers as strong as hits
Target sequence (P51452 whole entry, looked up): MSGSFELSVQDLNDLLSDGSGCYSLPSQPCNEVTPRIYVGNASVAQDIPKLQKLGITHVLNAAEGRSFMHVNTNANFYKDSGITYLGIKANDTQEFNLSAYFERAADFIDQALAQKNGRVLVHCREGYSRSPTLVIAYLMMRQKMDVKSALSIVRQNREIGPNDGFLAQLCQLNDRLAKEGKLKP
PriA SSB inh = blocks PriA binding to SSB C-terminal tail; hit rate 0.6% among 430,000; inhibition, % at 33 µM; AlphaScreen SSBct-PriA binding, biotinylated peptide; in the data active = inhibition mostly above about 37%, no sharp cut-off; inactive = mostly below about 20%;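 note: plate controls were negative control peptide for no effect and reference peptide for full effect; strong numbers were not always called active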
Anthrax LF inh2 = blocks Bacillus anthracis lethal factor protease | multiplex microsphere protease cleavage assay, LF | inhibition, % at 10 µM | hit rate 0.12% among 360,000 | AID 588501; note: plate controls were buffer without enzyme for full effect and enzyme alone for no effect
Rv3671c inh = inhibits the M. tuberculosis serine protease Rv3671c; AID 2606; inhibition, % at 5.96 µM; P9WHR9; hit rate 0.048% among 320,000; in the data active = inhibition above about 38%;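 note: extracellular domain of Rv3671c used as enzyme; 0% = enzyme with DMSO and 100% = no enzyme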
Target sequence (P9WHR9 whole entry, looked up, the tested form may be a part): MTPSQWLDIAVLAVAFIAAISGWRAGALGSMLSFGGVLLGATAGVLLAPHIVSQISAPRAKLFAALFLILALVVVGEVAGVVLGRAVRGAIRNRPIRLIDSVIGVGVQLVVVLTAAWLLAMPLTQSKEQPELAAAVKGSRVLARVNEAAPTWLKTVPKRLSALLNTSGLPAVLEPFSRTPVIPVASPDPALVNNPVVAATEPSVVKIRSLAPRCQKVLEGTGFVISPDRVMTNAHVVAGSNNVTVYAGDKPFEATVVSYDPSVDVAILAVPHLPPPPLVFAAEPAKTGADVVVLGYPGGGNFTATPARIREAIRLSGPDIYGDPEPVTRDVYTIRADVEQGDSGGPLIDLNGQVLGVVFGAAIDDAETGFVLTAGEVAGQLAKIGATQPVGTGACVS
PrPC TRFRET = cell surface PrPC inhibition, primary TR-FRET screen. P04156. TR-FRET read-out. inhibition, % at 13.8 µM. hit rate 0.43% among 370,000. AID 720596; in the data active = inhibition above about 24%; note: 0% = median of the test wells and 100% = reference compound wells
BoNT F protease = inhibitors of Botulinum neurotoxin F light chain protease; hit rate 0.22% among 360,000; inhibition, % at 10 µM; Multiplex microsphere protease cleavage assay, flow cytometry; in the data active = inhibition above about 35%, passing the limit was not always enough; inconclusive = no clear call, values can overlap the other calls; note: plate controls were buffer without enzyme for full effect and enzyme alone for no effect
MazF activator = activators of E. coli MazEF toxin-antitoxin RNase; AID 504720; activation, % at 20 µM; P0AE70; FAM/BHQ RNA-DNA oligo cleavage fluorescence, 5 h; hit rate 0.32% among 350,000; in the data active = activation above about 50%
Target sequence (P0AE70 whole entry, looked up): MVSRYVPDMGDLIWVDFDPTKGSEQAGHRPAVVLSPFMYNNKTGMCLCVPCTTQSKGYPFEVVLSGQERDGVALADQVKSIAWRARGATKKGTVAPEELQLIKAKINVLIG
SARS 3CLpro inh = SARS-CoV 3CLpro protease inhibition | recombinant SARS-CoV 3CLpro, quenched FRET peptide cleavage | inhibition, % at 6 µM | hit rate 0.14% among 290,000 | AID 1706; in the data active = inhibition above about 12%
BoNT-A LC inh2 = BoNT A light chain protease inhibition; hit rate 0.17% among 360,000; AID 588499; inhibition, % at 10 µM; multiplex microsphere protease substrate cleavage, flow cytometry; note: plate controls were buffer without enzyme for full effect and enzyme alone for no effect
CCHF vOTU inh = CCHFV vOTU protease inhibition; Pep-AMC fluorescence; inhibition, % at 11.5 µM; hit rate 0.55% among 370,000; AID 651958; in the data active = inhibition above about 30%; note: 0% = vehicle wells with enzyme and 100% = no enzyme wells
Starred values were filed as active, the others as inactive; i = inactive; ? = inconclusive; · = no result given. Cut-off read from the data, not from the text of the source, unless noted: active = inhibition above about 30%; inconclusive = no clear call, values can overlap the other calls; inactive = below that. Some of the compounds tested, so the mix of outcomes need not match the whole.

SMILES | VHR inh abs | PriA SSB inh | Anthrax LF inh2 | Rv3671c inh | PrPC TRFRET | BoNT F protease | MazF activator | SARS 3CLpro inh | BoNT-A LC inh2 | CCHF vOTU inh
Cc1ccccc1CSCC(=O)NCCSc1ccccn1 | -5 | -5 | -2 | 3 | 6 | -1 | 2 | 2 | 0.8 | -4
CC(NCCc1ccc(S(N)(=O)=O)cc1)C(=O)NCCc1ccc(F)cc1 (centres undefined) | 10 | -7 | -7 | -8 | -4 | -2 | -1 | -4 | -3.0 | 13
O=C1NC[C@@H](CCCCN2C[C@H](Cc3ccccc3)N(Cc3ccccc3)C(=O)C2=O)N(Cc2ccccc2)C1=O | · | · | 0 | · | 8 | -10 | · | · | -0.1 | 11
CC1CCC(NC(=O)Cn2cc3c(n2)CCCC3)CC1 (centres undefined) | 15 | -7 | -7 | 1 | 6 | -8 | 7 | -2 | 0.1 | -2
CCOc1cc(/C=C2\CCCc3c2nc2ccccc2c3C(=O)O)ccc1OC | -3 | -17 | -4 | -14 | -31 | -4 | i | -8 | -0.5 | 19
CC1=C(CCN2CCN(C3CCCC3)C(CCO)C2)C(C)(C)CCC1 (centres undefined) | -8 | -1 | 0 | -11 | 0 | 0 | 2 | -4 | 0.2 | 4
CCOC(=O)c1c(-c2ccc(F)cc2)csc1NC(=O)c1c(-c2ccccc2)noc1C | 13 | -6 | -4 | -4 | 1 | -8 | -2 | 0 | -1.3 | -10
O=C(COC(=O)c1cncc(Br)c1)NCc1ccco1 | 1 | -9 | 1 | 5 | -1 | 0 | 4 | 0 | 0.6 | 5
CC1(C)CN(C(Cc2ccccc2)C(N)=O)C1=O (centres undefined) | 20 | -10 | 5 | 1 | 1 | 0 | -2 | -4 | -3.0 | 1
CC1CCCCN1C(=O)c1cc(S(=O)(=O)N2CCOCC2)ccc1Cl (centres undefined) | · | -18 | 3 | 13 | 2 | -10 | 4 | · | -0.9 | 1
CC(C)(C)c1nnc2sc(SCC(=O)N3CCc4ccccc43)nn2c1=O | 12 | 0 | -4 | 3 | 4 | 0 | -3 | 5 | 0.2 | 1
CCc1nn(CCCC(=O)NC(C)c2ccccc2)c(=O)c2cc3occc3n12 (centres undefined) | 1 | -2 | 3 | 3 | -1 | 4 | 5 | -1 | 1.2 | 2
COc1cc2c(O)cc(C(=O)O)c(-c3cc(OC)c(OC)c(OC)c3)c2cc1OC | · | -11 | 2 | · | 4 | 0 | 1 | · | 0.2 | -3
C=CCNC(=S)Nc1sc2c(c1C(N)=O)CCCC2 | 27 | 2 | 12 | 3 | -1 | -3 | 6 | 0 | 0.8 | 1
Cc1noc(C)c1S(=O)(=O)N(C)C[C@H]1Oc2c(NC(=O)NC3CCCCC3)cccc2C(=O)N([C@H](C)CO)C[C@@H]1C | · | 5 | -4 | -2 | 9 | -6 | 7 | · | 0.8 | -4
CCc1ccc(C2NC(c3ccc(CC)cc3)C([N+](=O)[O-])C(C)(C)C2[N+](=O)[O-])cc1 (centres undefined) | 11 | -13 | -1 | -14 | -1 | -1 | 5 | 3 | 0.0 | -8
O=C(c1ccccc1)c1ccc(OCC(=O)N2CCOCC2)cc1 | 13 | -7 | -6 | -7 | -3 | -6 | 12 | 5 | -2.9 | 10
CCC(C)(C)n1nnnc1CN1CCC(n2c(C)nc3cc(C(F)(F)F)ccc32)CC1 | 4 | 0 | 0 | -6 | -5 | -8 | -1 | -7 | -0.8 | -12
Cc1ccc(S(=O)(=O)Oc2ccc(/C=C3/C(=N)N4C(=NC3=O)SN=C4S(C)(=O)=O)cc2)cc1 | -14 | 9 | -1 | -2 | 2 | 2 | 1 | 8 | 0.6 | 11
COc1ccc(NC(=O)/C(Cl)=C(/Cl)S(=O)(=O)Cc2ccc(C)cc2)cn1 | 26 | -3 | 4 | · | · | ? | 10 | 0 | 1.1 | ·

In a second layout: entries from further up
mol	VHR inh abs	PriA SSB inh	Anthrax LF inh2	Rv3671c inh	PrPC TRFRET	BoNT F protease	MazF activator	SARS 3CLpro inh	BoNT-A LC inh2	CCHF vOTU inh
Cc1ccccc1CSCC(=O)NCCSc1ccccn1	-5	-5	-2	3	6	-1	2	2	0.8	-4
CC(NCCc1ccc(S(N)(=O)=O)cc1)C(=O)NCCc1ccc(F)cc1 (centres undefined)	10	-7	-7	-8	-4	-2	-1	-4	-3.0	13
O=C1NC[C@@H](CCCCN2C[C@H](Cc3ccccc3)N(Cc3ccccc3)C(=O)C2=O)N(Cc2ccccc2)C1=O	·	·	0	·	8	-10	·	·	-0.1	11
CC1CCC(NC(=O)Cn2cc3c(n2)CCCC3)CC1 (centres undefined)	15	-7	-7	1	6	-8	7	-2	0.1	-2
CCOc1cc(/C=C2\CCCc3c2nc2ccccc2c3C(=O)O)ccc1OC	-3	-17	-4	-14	-31	-4	i	-8	-0.5	19
CC1=C(CCN2CCN(C3CCCC3)C(CCO)C2)C(C)(C)CCC1 (centres undefined)	-8	-1	0	-11	0	0	2	-4	0.2	4
CCOC(=O)c1c(-c2ccc(F)cc2)csc1NC(=O)c1c(-c2ccccc2)noc1C	13	-6	-4	-4	1	-8	-2	0	-1.3	-10
O=C(COC(=O)c1cncc(Br)c1)NCc1ccco1	1	-9	1	5	-1	0	4	0	0.6	5
CC1(C)CN(C(Cc2ccccc2)C(N)=O)C1=O (centres undefined)	20	-10	5	1	1	0	-2	-4	-3.0	1
CC1CCCCN1C(=O)c1cc(S(=O)(=O)N2CCOCC2)ccc1Cl (centres undefined)	·	-18	3	13	2	-10	4	·	-0.9	1
CC(C)(C)c1nnc2sc(SCC(=O)N3CCc4ccccc43)nn2c1=O	12	0	-4	3	4	0	-3	5	0.2	1
CCc1nn(CCCC(=O)NC(C)c2ccccc2)c(=O)c2cc3occc3n12 (centres undefined)	1	-2	3	3	-1	4	5	-1	1.2	2

Going on with the list.
SMILES | VHR inh abs | PriA SSB inh | Anthrax LF inh2 | Rv3671c inh | PrPC TRFRET | BoNT F protease | MazF activator | SARS 3CLpro inh | BoNT-A LC inh2 | CCHF vOTU inh
Cc1cc2c(ncn2C)c(NS(=O)(=O)c2ccc(F)cc2)c1C | 9 | 0 | -1 | 3 | 11 | 0 | -1 | -2 | 0.5 | 11
O=C(NCc1csc(-c2ccccc2)n1)c1cc(F)cc2c1OCOC2 | 44 | 2 | · | -7 | 6 | · | 4 | 4 | · | 4
Cc1cccc([C@H]2[C@@H]3C=CC[C@@H](C)[C@@H]3C(=O)N2Cc2ccccc2)c1 | · | -18 | 0 | · | -8 | -4 | -1 | · | -0.6 | 26
COc1cccc(C(=O)C2CCCN(Cc3cccn3-c3ccccn3)C2)c1 (centres undefined) | 18 | 3 | 1 | 2 | 0 | 2 | -1 | -1 | -0.1 | 13
O=C(Nc1nc2cc3c(cc2s1)OCO3)C1CCCCC1 | -2 | 0 | 1 | -1 | 9 | 5 | 5 | 7 | 1.3 | 18
CCC(C)C(NC(=O)OC(C)(C)C)C(=O)NC(CC(C)C)C(N)=O (centres undefined) | 6 | -5 | 10 | -5 | 6 | 2 | -2 | -5 | 0.0 | 12
CCOC(=O)N1CCC(NC(=O)CN(C)S(=O)(=O)c2cc3c(cc2Cl)NC(=O)CO3)CC1 | 24 | -2 | 0 | 2 | -2 | -4 | 2 | 1 | ? | -3
O=C(Nc1ccccc1)N1CCN2C(=O)c3ccccc3C12c1ccccc1 (centres undefined) | 6 | 3 | 1 | 0 | 0 | -3 | 0 | -2 | 0.0 | 13
C=CCOC(=O)C(C#N)c1nc2ccccc2nc1N1CCN(Cc2ccc3c(c2)OCO3)CC1 (centres undefined) | 24 | -1 | 8 | -4 | -11 | 8 | -28 | 0 | 12 | 8
Cn1c(N)c(C(=O)COC(=O)[C@@H]2CCCN2S(=O)(=O)c2ccc(Cl)cc2)c(=O)n(C)c1=O | 4 | -7 | -1 | 0 | -2 | -2 | 2 | 0 | 0.8 | 1
CCCOC(=O)CN1C(=O)c2ccc(C(=O)OCCC)cc2C1=O | 33 | -13 | -2 | -3 | 2 | -1 | 6 | -2 | 0.1 | 6
CCN1CCN(C(=O)c2ccc(CS(=O)(=O)Cc3ccccc3F)o2)CC1 | 21 | -1 | -1 | -3 | 2 | -4 | 7 | 2 | -2.9 | -1
Cc1ccc(C(c2c(C)[nH][nH]c2=O)c2c(C)[nH][nH]c2=O)cc1[N+](=O)[O-] | 4 | -13 | -3 | -7 | -3 | -5 | -3 | 7 | -0.7 | -17
CCOC(=O)N1CCN(C(=O)c2cc(COc3c(F)cccc3F)on2)CC1 | 10 | 3 | 1 | -17 | 6 | 6 | -2 | 3 | 0.9 | 0
CCOc1ccc(CCNC(=O)c2cn(C)c3ccc(S(=O)(=O)N4CCOCC4)cc3c2=O)cc1OCC | -5 | -17 | -6 | -3 | -10 | 0 | 3 | 0 | -2.1 | 8
O=C(Nc1ccccc1C(=O)NCCN1CCOCC1)c1ccco1 | -8 | 4 | 1 | 9 | 1 | 11 | 11 | 1 | 12 | -16
Cc1cccc(NC(=O)COC(=O)c2ccc(S(=O)(=O)N3CCCC3)cc2)c1 | · | 9 | 0 | · | -2 | 8 | 0 | · | 1.1 | 7
COc1ccc(NC(=O)CSCc2cc(=O)n3ccsc3n2)cc1 | 42 | 2 | -2 | -4 | -5 | 12 | 1 | -4 | 0.6 | 17
O=C(NN1C(=O)C2C3C=CC(C3)C2C1=O)c1ccco1 (centres undefined) | -14 | 2 | 1 | -1 | -4 | -4 | 6 | 3 | 0.1 | 22
COc1ccc(N(CC(=O)N2c3ccccc3CC2C)S(=O)(=O)c2c(C)noc2C)cc1 (centres undefined) | 10 | -11 | -10 | 3 | 0 | -6 | -4 | 2 | -1.6 | -6
Cc1cc(OCC(=O)OCC(=O)N(Cc2ccccc2)C(C)(C)C)ccc1Cl | · | · | -7 | · | 12 | 4 | -3 | · | 0.1 | 11
CCCCNC(=O)C1c2ccccc2OCC(=O)N1CCOC (centres undefined) | · | · | -1 | · | 1 | 6 | · | · | 0.7 | -3
Cc1nnc(NC(=O)c2csc3c2CCCC3)s1 | -3 | · | · | -12 | 9 | · | · | 4 | · | 3
CCOc1ccc(N(CC)S(=O)(=O)c2c(C)[nH]c(=O)[nH]c2=O)cc1 | 10 | -8 | 2 | 0 | -2 | 2 | -1 | -4 | -0.8 | -3
Cc1nc(Cl)nc(N(C)c2ccccc2)c1[N+](=O)[O-] | -3 | -12 | -7 | 8 | 3 | -11 | -1 | -4 | -1.0 | 7
O=C(COC(=O)Cn1nc(-c2ccccc2)oc1=O)Nc1ccc(F)cc1 | · | -20 | · | -2 | 11 | · | 7 | · | · | 2
O=C(COC(=O)c1ccccc1Br)NC1CCCC1 | 0 | -8 | 0 | 2 | 0 | 6 | 5 | 1 | 2.9 | -2
Cc1cccc(C(=O)N(Cc2ccco2)c2c(N)n(Cc3ccccc3)c(=O)[nH]c2=O)c1 | · | 1 | -6 | -2 | -9 | -10 | 6 | · | 0.2 | 2
CCC(=O)N(CCC1(C(C)C)CCOC(C)(C)C1)Cc1ccco1 (centres undefined) | -4 | -2 | -6 | 0 | 1 | 0 | 9 | -1 | 1.8 | 3
COCCNC(=O)c1cccc(OC2CCN(C(C)COc3ccccc3)CC2)c1 (centres undefined) | 80 | 2 | 5 | -1 | -16 | ? | -1 | 0 | ? | 13
Cc1ccc2cc3c(NC(=O)c4ccco4)nn(C)c3nc2c1 | 19 | -7 | 1 | -4 | -20 | 1 | 7 | -4 | 0.7 | -2
CCOC(=O)C1(C)CCCN(C(=O)c2ccc(OC)c(OC)c2)C1 (centres undefined) | · | · | -5 | · | -3 | -7 | · | · | -1.4 | -1
